# From PubChem BioAssay
# Giardia FBPA inh = Giardia lamblia aldolase inhibition; purified Giardia FBPA; Potency, µM (titrated, usually from 59.6 µM), for inactives: top-dose activity, negative = inhibition, actives largely listed as inhibitors; hit rate 0.71% among 290,000; AID 2451; note: potency is the fitted concentration of half-maximal effect; nearly all actives have a fitted effect of over 55% in size
# Target sequence (A8B2U2 whole entry, looked up): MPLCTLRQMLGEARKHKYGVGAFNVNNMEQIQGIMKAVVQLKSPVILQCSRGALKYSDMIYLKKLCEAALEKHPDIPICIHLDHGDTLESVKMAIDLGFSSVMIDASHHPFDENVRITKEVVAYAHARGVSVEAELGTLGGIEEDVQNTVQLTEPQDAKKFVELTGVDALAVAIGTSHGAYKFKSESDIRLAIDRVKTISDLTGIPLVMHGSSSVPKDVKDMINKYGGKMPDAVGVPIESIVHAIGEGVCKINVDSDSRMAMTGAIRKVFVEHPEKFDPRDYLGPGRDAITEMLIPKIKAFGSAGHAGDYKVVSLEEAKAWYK
#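 40 nM FBPA preincubated 10 min at RT with compound (up to 57.5 uM final), then substrate plus GAPDH/TPI/NAD/arsenate coupling and diaphorase/resazurin added. Fluorescence read after 20 min at RT, 525/598 nm.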
# AmpC inh no detg = blocks E. coli AmpC beta-lactamase in detergent-free assay; Potency, µM (top dose mostly 57.1 µM), for inactives: top-dose activity change, negative = inhibition, actives largely listed as inhibitors; hit rate 0.52% among 330,000; AmpC nitrocefin hydrolysis, absorbance 480 nm, 0.0001% Triton; AID 485341; P00811;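 note: potency is the fitted concentration of half-maximal effect; plate controls were no compound for no effect and no enzyme for full effect; nearly all actives have a fitted effect of over 20% in size; some results filed as inactive show a strong effect at the top dose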
# Target sequence (P00811 whole entry, looked up): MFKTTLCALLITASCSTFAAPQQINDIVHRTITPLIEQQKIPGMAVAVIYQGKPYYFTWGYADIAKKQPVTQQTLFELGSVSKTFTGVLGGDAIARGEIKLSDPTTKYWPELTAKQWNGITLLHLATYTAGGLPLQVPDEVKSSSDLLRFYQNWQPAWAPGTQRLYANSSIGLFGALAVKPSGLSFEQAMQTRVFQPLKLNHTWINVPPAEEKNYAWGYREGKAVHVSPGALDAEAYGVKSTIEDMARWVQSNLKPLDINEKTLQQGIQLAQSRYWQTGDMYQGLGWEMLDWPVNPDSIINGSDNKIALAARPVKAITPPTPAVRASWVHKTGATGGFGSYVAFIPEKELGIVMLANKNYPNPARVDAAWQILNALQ
#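 AmpC (5.3 nM in the dispensed reagent) in 20 mM phosphate pH 7.0 with 0.01% (detergent screen) or 0.0001% Triton X-100 was preincubated with compounds for 15 min at room temperature. Nitrocefin was then added from an 800 uM solution, and hydrolysis was followed at 480 nm.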
# Sm TGR block = blocks Schistosoma mansoni thioredoxin glutathione reductase; Q962Y6; purified TGR, DTNB reduction, TNB absorbance 405 nm; Potency, µM (doses to about 114 µM), for the others: at the top dose activity change, negative = inhibition, most hits filed as inhibitors; hit rate 3% among 360,000; note: potency is the fitted concentration of half-maximal effect; nearly all actives have a fitted effect of over 60% in size
#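 First, TGR (20 nM dispensed) and NADPH were mixed with compound. Second, a 15 min room-temperature incubation followed. Third, further NADPH and then DTNB were added to start the reaction. Finally, TNB absorbance was monitored kinetically.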
# AmpC detergent = blocks E. coli AmpC beta-lactamase in detergent assay. AmpC hydrolysis of nitrocefin, absorbance 480 nm, 0.01% Triton. Potency, µM (top dose mostly 114 µM), for the others: at the highest dose activity change, negative = inhibition, most hits filed as inhibitors. hit rate 0.041% among 370,000;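 note: potency is the fitted concentration of half-maximal effect; 0% = no-compound wells and -100% = no-enzyme wells; nearly all actives have a fitted effect of over 25% in size; some results filed as inactive show a strong effect at the top dose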
#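 AmpC (5.3 nM in the dispensed reagent) in 20 mM phosphate pH 7.0 with 0.01% (detergent screen) or 0.0001% Triton X-100 was preincubated with compounds for 15 min at room temperature. Nitrocefin was then added from an 800 uM solution, and hydrolysis was followed at 480 nm.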
# HCMV antiviral = inhibitors of human cytomegalovirus | HFF cells, HCMV-luciferase reporter, 72 h; stronger effect = lower value | activity change, negative = inhibition, % at 57.5 µM | AID 1259415 | hit rate 4.5% among 410,000; in the data active = activity change below about -60%; inconclusive = no clear call, values can overlap the other calls; inactive = above about -39%
#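 HFF cells seeded 16 h at 37C, treated with compounds, infected with luciferase-reporter HCMV at MOI 1 PFU/cell; luciferase read at 72 h post infection, normalized to buffer-only and Salinomycin controls.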
# AMA1 RON2 block = AMA1-RON2 (P. falciparum) interaction inhibition | AlphaScreen AMA1-biotinylated RON2 peptide binding | Potency, µM (titrated, usually from 58.2 µM), without a hit: at the highest dose activity change, negative = inhibition, most hits filed as inhibitors | hit rate 0.2% among 360,000;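 note: potency is the fitted concentration of half-maximal effect; 0% = vehicle wells and -100% = peptide control; nearly all actives have a fitted effect of over 45% in size; some results filed as inactive show a strong effect at the top dose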
#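 AMA1 (3D7) with his tag at 25 nM final met compounds first, then biotinylated RON2 peptide at 25 nM; detection used donor plus acceptor beads, 10 µg/mL apiece, read by AlphaScreen after 30 min at room temperature.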
# * = called active by the depositor; u = inconclusive; x = no result given; [ ] = remark or other dose. Unless noted, calls come from the whole dose curve; as a rule, active = well fitted curve in the direction sought with a large enough effect; inconclusive = small, poorly fitted or top-dose-only effect, or another doubt; inactive = no such curve, though single readings can be large; an effect the other way counts as inactive or inconclusive. Unless noted, % is set by controls: 0 for no effect and ±100 for the full control effect.
SMILES,Giardia FBPA inh,AmpC inh no detg,Sm TGR block,AmpC detergent,HCMV antiviral,AMA1 RON2 block
Cc1ccc2nc(SCc3nnc(-c4ccccc4)o3)[nH]c2c1,u,-21.4%,6.7%,-11.8%,-5.3,14.5%
CSc1nc(O)c(C(c2cccc([N+](=O)[O-])c2)c2c(O)nc(SC)[nH]c2=O)c(=O)[nH]1,15.3%,-20.4%,x,1.9%,7.9,11.2%
COc1ccc(CCNC(=O)Cn2nnc3ccccc3c2=O)cc1,u,-15.3%,0.9%,-2.6%,-31.6,1.8%
CCN1CCN(CCCN(Cc2ccco2)C(=S)Nc2ccc(Cl)cc2)CC1,2.0%,14.0%,1.1%,-6.2%,u,-6.0%
CCCCC(=O)NNC(=S)NCc1ccccc1,-0.5%,-7.9%,-0.4%,-8.1%,-12.1,6.2%
Cc1ccccc1C(=O)Nc1ccc(C(=O)N/N=C/c2ccc(F)cc2)cc1,-0.2%,-27.6%,5.7%,4.4%,-23.5,-1.1%
Cc1c(C(=O)N2CCN(c3ccccn3)CC2)oc2c(F)cccc12,2.0%,45.4%,-28.3%,-1.6%,8.2,-6.9%
Cc1cc2ncc(-c3cccc(Cl)c3)cn2n1,3.3%,-14.8%,18.2%,6.5%,40.8,0.4%
COCCN1C(=O)N[C@@H](c2ccccc2)[C@H](C(C)=O)[C@H]1C,4.8%[12.9 µM],x,x,x,-10.5,-1.0%
C/C(=N\N1C(=O)c2ccccc2C1=O)c1cccc([N+](=O)[O-])c1,-0.6%,-9.9%,-1.2%,u,u,14.2%
COc1ccc(Oc2ccccc2/C=C/C(=O)O)cc1,24.0%,-18.9%,2.4%,-5.9%,48.4,11.8%
Cc1cc(C(=O)CSc2nnnn2C)c(C)n1-c1ccc2c(c1)OCCO2,u,-10.2%,35.5µM*,2.6%,52.8,-21.8%

# The closing three records of the part before lead into the next.
SMILES,Giardia FBPA inh,AmpC inh no detg,Sm TGR block,AmpC detergent,HCMV antiviral,AMA1 RON2 block
C/C(=N\N1C(=O)c2ccccc2C1=O)c1cccc([N+](=O)[O-])c1,-0.6%,-9.9%,-1.2%,u,u,14.2%
COc1ccc(Oc2ccccc2/C=C/C(=O)O)cc1,24.0%,-18.9%,2.4%,-5.9%,48.4,11.8%
Cc1cc(C(=O)CSc2nnnn2C)c(C)n1-c1ccc2c(c1)OCCO2,u,-10.2%,35.5µM*,2.6%,52.8,-21.8%
COc1ccc(CCNC(=O)CCC(=O)N2CCOc3ccccc32)cc1OC,2.4%,6.8%,14.9%,u,5.7,-10.0%
CC(C)n1cnc2c(NCc3ccc(S(N)(=O)=O)cc3)nc(NCc3ccc(S(N)(=O)=O)cc3)nc21,-8.9%,-44.1%,28.6%,-1.1%,11.1,4.1%
O=C(NCC(c1ccco1)N1CCCC1)c1ccccc1Sc1ccc(C(F)(F)F)cc1[N+](=O)[O-] (stereo unspecified),x,126.4%[activator],-7.0%,u,-13.4,-6.9%
C=CCN1CCN(c2ccncc2S(=O)(=O)N2CCCCC2)CC1,4.2%,2.0%,-13.3%,-4.0%,-10.6,-21.1%
Cc1nc2c(C(=O)NCc3cccs3)cnn2c(C)c1Cc1ccccc1,0.0%,-18.0%,-9.1%,-10.6%,x,x
O=C(O)CSCC(=O)N1CCN(S(=O)(=O)c2ccccc2)CC1,5.4%,-11.2%,-0.6%,-12.3%,-11.2,0.0%
CCOC(=O)CSc1nnc(CNC(=O)c2ccco2)n1C,-1.4%,-7.2%,0.0%,3.2%,52.4,1.1%
O=C(CN1c2ccccc2Sc2ccccc21)N/N=C/c1ccc(Cl)cc1,0.3%,-39.9%,5.1%,9.8%,23.8,53.8%[activator]
Cn1c2c(c(=O)n(C)c1=O)C(NS(=O)(=O)c1ccccc1)(C(F)(F)F)C(=O)N2 (stereo unspecified),4.0%,-13.1%,2.0%,-9.8%,-4.4,-19.7%
CCn1cc(CNC(=O)c2cc(-c3cc(OC)ccc3OC)nc3ccccc23)c(C)n1,3.4%,140.7%[activator],-17.8%,1.7%,u,-2.0%
O=C(NC(=S)Nc1ccccc1C(F)(F)F)c1ccccc1F,-5.2%,-11.7%[2.29 µM],1.6%,-7.0%,87.6,22.0%
CCC(C)(C)n1nnnc1C(c1cccs1)N1CCc2ccccc21 (stereo unspecified),-6.8%,-3.4%,-5.6%,0.3%,u,-16.0%

# One compound at a time (already shown). Screens in order: Giardia FBPA inh, AmpC inh no detg, Sm TGR block, AmpC detergent, HCMV antiviral, AMA1 RON2 block
# CC(C)n1cnc2c(NCc3ccc(S(N)(=O)=O)cc3)nc(NCc3ccc(S(N)(=O)=O)cc3)nc21 across the screens: -8.9%, -44.1%, 28.6%, -1.1%, 11.1, 4.1%
# Cc1ccccc1C(=O)Nc1ccc(C(=O)N/N=C/c2ccc(F)cc2)cc1 across the screens: -0.2%, -27.6%, 5.7%, 4.4%, -23.5, -1.1%

# Among those listed so far, five contain an aryl thioether with sulfur outside any ring:
SMILES,Giardia FBPA inh,AmpC inh no detg,Sm TGR block,AmpC detergent,HCMV antiviral,AMA1 RON2 block
Cc1ccc2nc(SCc3nnc(-c4ccccc4)o3)[nH]c2c1,u,-21.4%,6.7%,-11.8%,-5.3,14.5%
CSc1nc(O)c(C(c2cccc([N+](=O)[O-])c2)c2c(O)nc(SC)[nH]c2=O)c(=O)[nH]1,15.3%,-20.4%,x,1.9%,7.9,11.2%
Cc1cc(C(=O)CSc2nnnn2C)c(C)n1-c1ccc2c(c1)OCCO2,u,-10.2%,35.5µM*,2.6%,52.8,-21.8%
O=C(NCC(c1ccco1)N1CCCC1)c1ccccc1Sc1ccc(C(F)(F)F)cc1[N+](=O)[O-] (stereo unspecified),x,126.4%[activator],-7.0%,u,-13.4,-6.9%
CCOC(=O)CSc1nnc(CNC(=O)c2ccco2)n1C,-1.4%,-7.2%,0.0%,3.2%,52.4,1.1%

# Further compounds follow.
SMILES,Giardia FBPA inh,AmpC inh no detg,Sm TGR block,AmpC detergent,HCMV antiviral,AMA1 RON2 block
CCOC(=O)c1c(N)sc(C(=O)Nc2ccccc2)c1C,-6.8%,-25.0%,38.8%[activator],-4.0%,78.6,-0.6%
COc1cc(C=O)c(-c2c(C=O)cc(OC)c3c2OCO3)c2c1OCO2,-5.9%,-9.2%,-26.3%,-11.9%,17.0,-6.0%
CN(C)c1ccc(S(=O)(=O)NCC(=O)OCC(=O)Nc2cc(Cl)cc(Cl)c2)cc1[N+](=O)[O-],-13.1%,2.3%,-3.6%,-6.6%,-20.8,u
O=C(NCCCCNC(=O)C(F)(F)F)C(F)(F)F,3.2%,6.6%,0.8%,2.8%,18.7,-1.6%
Cc1cc2nc3c(=O)[nH]c(=O)[nH]c3nc2c([N+](=O)[O-])c1N,5µM*,-18.0%,-27.2%,-3.8%,76.9,u
COc1ccc(OC)c(NC(=O)CSc2nnc(CNC(=O)c3ccco3)o2)c1,-1.6%,-8.6%,-16.8%,-11.6%,-7.0,0.0%
CC1(C)Cc2c(cnn2-c2ccccc2)C(NC(=O)c2ccc[n+]([O-])c2)C1 (stereo unspecified),x,77.5%[activator],0.0%,6.6%,37.6,5.8%
CCOC(=O)c1c(C)[nH]c(C(=O)OCC(=O)Nc2cccnc2Cl)c1C,x,0.5%,2.2%,u,-32.1,-0.1%
CCc1cc(=O)[nH]c(SCCCF)n1,-5.9%,-10.0%,8.2%,-5.5%,-25.9,21.6%
Cc1ccc(/C=N/NC(=O)CNC(=O)c2cccs2)cc1,x,-30.8%,1.8%,3.9%,16.0,-14.1%
C=CCn1c(CC(C)(C)C)nc2ccccc21,3.9%,-16.4%,11.6%,-13.8%,-14.8,22.9%
COc1cc(C2=NOC(C(=O)Nc3ccc(C(C)=O)cc3)C2)cc(OC)c1OC (stereo unspecified),6.5%,-12.9%,7.8%,u,53.6,12.5%
Cc1cc(C)cc(Nc2ncnc3nc[nH]c23)c1,-0.2%,-23.4%,-6.3%,4.8%,19.3,27.0%
CC(=O)N1CCCc2cc(S(=O)(=O)N3CCCCC3)ccc21,x,x,-0.9%,0.1%,4.1,x
O=C(NCCS(=O)(=O)NCc1ccccn1)c1ccccc1,x,-14.1%,-3.3%,u,-21.6,28.1%
COc1ccccc1N1CCN(/N=C/c2ccc(C(=O)O)cc2)CC1,-2.5%,-11.4%,-26.4%,0.8%,205.1,0.6%
CCOC(=O)C1(Cc2ccc(OC)cc2)CCN(C(=O)CCc2cccnc2)CC1,6.0%,96.2%[activator],-12.0%,6.6%,-29.5,-17.0%
COc1ccc(S(=O)(=O)NC(CC(=O)NCc2ccc3c(c2)OCO3)c2ccco2)cc1 (stereo unspecified),12.7%,-22.4%,0.0%,u,30.8,-4.5%
Cc1ccc(S(=O)(=O)CC(=O)Nc2nc3ccccc3s2)cc1,8.9%,-50.0%,-1.5%,u,14.6,8.9%
Clc1ccccc1CN(Cc1ccccc1)c1ncnc2nc[nH]c12,u,16.8%,-12.8%,u,-27.6,18.0%
O=C(CCCn1nnc2ccccc2c1=O)N[C@@H](Cc1ccccc1)C(=O)O,2.5%,-3.0%,12.2%,-2.3%,-28.9,-6.4%
CC(C)(C)N1C(=O)[C@H]2[C@@H](c3ccc(Br)cc3)N3C(=O)N(c4cccc(Cl)c4)C(=O)[C@@]3(C)[C@H]2C1=O,x,86.1%[activator],8.1%,5.3%,24.7,-11.1%
CCC(=O)c1ccc(N2CCN(C(=O)COc3ccc(F)cc3)CC2)c(F)c1,3.5%,29.3%,13.1%,-0.6%,-27.8,-0.3%
O=C(O)CC1Sc2nnc(COc3ccc(Cl)cc3)n2N=C1c1ccccc1 (stereo unspecified),-0.7%,-16.8%,-15.9%,-7.2%,-11.9,11.5%
Cc1ccccc1OCC(=O)OC(C)C(=O)NC1CCCC1 (stereo unspecified),x,-10.7%,3.1%,-8.0%,5.5,-7.2%
CN(CC(=O)Nc1ccc(Cl)c(C(F)(F)F)c1)C(=O)c1cc(=O)c2ccccc2o1,x,52.9%,-3.2%,-11.6%,-11.4,-2.2%
Cn1c(CN2CCCC2)nc2cc(NS(=O)(=O)c3ccccc3)ccc21,-3.9%,-18.9%,0.0%,u,-7.0,11.6%
CC1CCc2cc(F)ccc2N1C(=O)C12CCC(C)(C(=O)O1)C2(C)C (stereo unspecified),4.1%,-12.2%[2.29 µM],1.9%,-4.7%,-21.3,6.0%
CCC(=O)Oc1ccc2c(C)c(Cl)c(=O)oc2c1,0.3%,-20.6%,-12.0%,-16.0%,-4.5,-6.2%
